PI4K2A block: inhibitors of human PI4K2A | purified PI4K2A, ADP-Glo luminescence, 1 h; active compounds read low | Q9BTU6 | activity change, negative = inhibition, % at 76.9 µM | AID 1346378 | hit rate 0.13% among 420,000; in the data active = activity change below about -50%; inconclusive = mostly about -30% to -49%;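 also: -100% = wells without enzyme as full effect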
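ADP-Glo luminescence measured ADP generated by PI4K2A enzyme (4 ug/mL before mixing) with 1.2 mM PI substrate (pre-mix) and 300 microM ATP (pre-mix). Tris pH7.5 buffer with MgCl2, Triton X-100; 1 h reaction at ambient temperature.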
RGS4 inh: inhibitors of human regulator of G protein signaling 4; P49798; Transcreener GDP fluorescence polarization, RGS4-accelerated GTP hydrolysis; Potency, µM (highest dose often 114 µM), for inactives: top-dose activity change, negative = inhibition, most hits filed as inhibitors; hit rate 0.039% among 390,000; also: potency is read from the fitted curve at half-maximal effect; % is scaled to controls: 0 for no effect and ±100 for the full control effect; nearly all actives have a fitted effect of over 75% in size; some results filed as inactive show a strong effect at the top dose
Target sequence (P49798 whole entry, looked up): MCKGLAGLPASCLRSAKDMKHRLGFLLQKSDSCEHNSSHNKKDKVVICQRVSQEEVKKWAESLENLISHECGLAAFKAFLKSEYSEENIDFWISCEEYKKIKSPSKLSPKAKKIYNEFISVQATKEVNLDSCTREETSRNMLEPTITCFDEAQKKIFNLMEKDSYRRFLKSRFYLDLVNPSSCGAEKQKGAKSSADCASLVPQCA
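MLSMR compounds (23 nl, pin-transferred) preincubated 10 min at room temperature with a 500nM (2x) first reagent, then RGS4 at 900nM (2x) plus Transcreener GDP mix added; fluorescence polarization (620/688 nm) read before and after 90 min at 30 °C.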
HP1b chromo inh: HP1-beta chromodomain-methylated histone interaction inhibition | P83916 | AlphaScreen HP1-beta / biotin-H3K9me3 peptide binding | Potency, µM (titrated, usually from 114 µM), inactives show at the top dose activity change, negative = inhibition, hits mostly inhibitors | hit rate 0.56% among 390,000 | AID 540317; also: potency is read from the fitted curve at half-maximal effect; nearly all actives have a fitted effect of over 70% in size; inactives centre near 23
Target sequence (P83916 whole entry, looked up): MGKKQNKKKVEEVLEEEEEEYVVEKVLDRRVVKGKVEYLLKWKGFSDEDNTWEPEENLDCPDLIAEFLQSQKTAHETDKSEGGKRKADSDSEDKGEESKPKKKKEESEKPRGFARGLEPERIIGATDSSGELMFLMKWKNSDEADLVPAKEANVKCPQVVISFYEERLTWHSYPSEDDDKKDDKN
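Compound inhibition of the preformed complex between 50 nM HP1-beta and 50 nM biotinylated H3K9me3 peptide was read by AlphaScreen. Buffer was PBS pH 7.4 with 0.01% Tween-20. Incubations ran 30 min at room temperature, with 10 ug/mL donor/acceptor beads.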
12-LOX inh: blocks human arachidonate 12S-lipoxygenase; purified 12hLO, xylenol orange hydroperoxide absorbance; hit rate 1.1% among 580,000; P18054; Potency, µM (series often up to 108 µM), inactives show at the highest dose activity change, negative = inhibition, usual class: inhibitors; also: potency is read from the fitted curve at half-maximal effect; % is scaled to controls: 0 for no effect and ±100 for the full control effect
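Purified human 12hLO at 150 nM in 25 mM Hepes, 0.01% Triton X-100, pH 7.0, preincubated 15 min at room temperature with compound. Reaction started with 40 uM arachidonic acid, 30 min at room temperature. Hydroperoxide measured by Fe-xylenol orange, 573/405 nm absorbance ratio.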
ERG Ets-DNA blk: inhibitors of human ERG Ets domain-DNA interaction; fluorescence polarization, His-ERG Ets domain / labelled DNA; Potency, µM (titrated, usually from 76.9 µM), for inactives: at the top dose FP activity, negative = inhibition, actives largely listed as inhibitors; hit rate 0.028% among 370,000; AID 624246; active = well fitted inhibition curve with a large enough effect in the polarisation, with a control signal flat; inconclusive = small, poorly fitted or top-dose-only effect, or effect the other way, or a change in a side signal; inactive = no such curve, though single readings can be large or run the other way; the % refers to the polarisation;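 also: polarization taken with two DNA probes labelled with fluorescein and Texas red; potency is read from the fitted curve at half-maximal effect; % of control where 0% means no effect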
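His-tagged ERG Ets domain (1 uM in the protein solution; 300mM KCl, 50mM Tris-HCl, 1mM EDTA, 1mM DTT, pH 7.5) received compound, then a probe mix of 5 nM fluorescein-DNA and 100nM Texas-615-DNA. Fluorescence polarization was read for both dyes.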
G9a block: G9a (human) methyltransferase inhibition. G9a H3K9 monomethylation, AlphaScreen, 2 h. AID 504332. Q96KQ7. hit rate 8.8% among 350,000. Potency, µM (series often up to 102 µM), without a hit: at the highest dose activity, negative = inhibition, usual class: inhibitors; also: potency is read from the fitted curve at half-maximal effect; % is scaled to controls: 0 for no effect and ±100 for the full control effect; nearly all actives have a fitted effect of over 75% in size
Target sequence (Q96KQ7 913-1193 limits assumed): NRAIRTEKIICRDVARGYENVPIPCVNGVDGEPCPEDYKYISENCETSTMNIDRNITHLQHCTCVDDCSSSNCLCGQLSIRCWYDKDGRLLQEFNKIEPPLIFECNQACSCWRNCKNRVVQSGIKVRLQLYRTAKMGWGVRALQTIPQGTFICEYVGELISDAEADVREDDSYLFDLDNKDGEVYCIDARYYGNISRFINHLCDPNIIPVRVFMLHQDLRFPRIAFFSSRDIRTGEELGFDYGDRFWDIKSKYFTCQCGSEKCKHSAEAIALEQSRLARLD
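Step 1: enzyme (final 20 nM) with compound, 15 min RT. Step 2: substrate peptide 500 nM and SAM 20 uM, 2 h RT. Step 3: anti-H3K9me1 antibody and AlphaScreen beads, 10 min, then plate read.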
GLS inhibitor: inhibitors of human glutaminase (GLS); Potency, µM (doses to about 45.5 µM), for the others: top-dose activity change, negative = inhibition, actives largely listed as inhibitors; O94925; AID 624170; GLS enzymatic activity, qHTS titration; hit rate 0.21% among 410,000; also: potency is read from the fitted curve at half-maximal effect; % is scaled to controls: 0 for no effect and ±100 for the full control effect
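Two-point fluorescence kinetic (t0, 30 min RT) for hKGA; glutamate detected via glutamate oxidase–HRP–Amplex Red. Substrate: 1 mM L-glutamine solution; buffer 45 mM KH2PO4, pH 8.2.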
BAZ2B block: BAZ2B (human) inhibition; AlphaScreen BAZ2B-H3K14Ac peptide displacement; Potency, µM (top dose mostly 114 µM), inactives show at the top dose activity change, negative = inhibition, hits mostly inhibitors; Q9UIF8; hit rate 4.4% among 360,000; AID 504333; also: potency is read from the fitted curve at half-maximal effect; % is scaled to controls: 0 for no effect and ±100 for the full control effect; nearly all actives have a fitted effect of over 60% in size
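AlphaScreen displacement of biotin-H3(5-23)K14Ac peptide (50 nM final) from BAZ2B (50 nM final) in PBS pH 7.4, 0.01% Tween-20; complex preformed 30 min RT, then compounds (top 110 uM) 30 min RT, beads 20 min dark.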
JMJD2A Tudor inh: JMJD2A Tudor domain (human) inhibition; O75164; AlphaScreen JMJD2A-Tudor / H3K4me3 peptide binding; Potency, µM (titrated, usually from 114 µM), inactives show at the top dose activity change, negative = inhibition, hits mostly inhibitors; hit rate 4.4% among 390,000; AID 504339; also: potency is read from the fitted curve at half-maximal effect; % is scaled to controls: 0 for no effect and ±100 for the full control effect; nearly all actives have a fitted effect of over 50% in size
Starred values were filed as active, the others as inactive; u = inconclusive; x = not tested or not shown; & = joins results of further samples; [ ] = dose if it differs, or a comment. Unless noted, calls follow the shape of the dose curve; as a rule, active = well fitted curve in the direction sought with a large enough effect; inconclusive = small, poorly fitted or top-dose-only effect, or another doubt; inactive = no such curve, though single readings can be large; an effect the other way counts as inactive or inconclusive.

RGS4 inh,GLS inhibitor,BAZ2B block,12-LOX inh,HP1b chromo inh,G9a block,PI4K2A block,ERG Ets-DNA blk,JMJD2A Tudor inh,SMILES
14.0%,-2.5%,0.9%,-5.0%,10.1%,5.3%[59 µM],-1.4,1.0%,-24.6%,CCOC(=O)c1cc(-c2ccccc2)sc1NC(=O)C(C)N1C(=O)c2ccccc2C1=O (stereo unspecified)
-3.8%,13.7%,-0.6%,10.9%,19.9%,-59.5%[59 µM],1.3,9.3%,-11.7%,CC(C)CC1NC(=O)N(CC(=O)Nc2cccc(Br)c2)C1=O (stereo unspecified)
-3.6%,14.5%,-1.7%,u,13.5%,-2.9%[59 µM],-4.7,0.4%,-9.4%,CC(=O)c1ccc(N2CCN(c3ccc4cc(S(=O)(=O)N5CCCCC5)ccc4n3)CC2)cc1
-2.1%,0.9%,-4.9%,0.5%,59.5%[activator],-2.0%[12.7 µM],-1.7,11.1%,1.3%,NS(=O)(=O)c1ccc(NC(=O)COC(=O)CSCc2ccc(F)cc2)cc1
4.9%,1.0%,-3.0%,4.4%,20.9%,5.6%,2.5,-1.6%,-0.7%,O=C(CSc1nc(-c2ccc(F)cc2)cs1)N1CCc2ccccc21
23.3%,6.2%,2.8%,-0.2%[57.4 µM],11.0%,20.7%,1.6,x,-16.9%,Cc1cc(-n2ccnc2)n2c(nc3ccccc32)c1C#N
-53.7%,1.4%,x,29.6%,54.4%[activator],x,-6.7,13.5%,79.4µM*,CC(C)C[C@@H](CN)NC(=O)c1nc[nH]c1C(=O)N[C@@H](CC(C)C)C(=O)CNC[C@H](C)NC(=O)c1nc[nH]c1C(=O)N[C@@H](CC(=O)O)C(=O)O
32.3%,1.6%,8.5%,6.0%,16.5%,6.6%[59 µM],20.1,-9.1%,-1.8%,O=C(CSc1nnc(CNC(=O)c2cccs2)o1)NC1CCCCC1
12.5%,0.2%,-0.6%,x,26.0%,u,-0.9,24.3%,-11.0%,COc1ccc(CNC(=O)Nc2cccc(Cl)c2)cc1
2.3%,-2.9%,-1.2%,-26.4%,69.8%[activator],36.7%,0.2,3.1%,-14.6%,COc1cc(Cl)ccc1OCc1cc(C(=O)N2C[C@]3(C)C[C@H]2CC(C)(C)C3)no1
16.2%,9.7%,-1.3%,5.9%,20.1%,8.1%,-2.7,-10.1%,-12.8%,CCOc1ccc(-n2nnnc2SCC(=O)Nc2cccc(O)c2)cc1
19.7%,9.5%,-26.2%,-22.3%,15.4%,6.3%[59 µM],3.1,3.8%,-17.4%,CN(Cc1ccccc1)C(=O)COc1ccc(-c2nnco2)cc1
-19.2%,7.2%,-4.6%,-20.2%,31.5%,-18.8%[59 µM],-3.7,-3.0%,-21.6%,CCc1nnc2n1N=C(c1ccc(OC)cc1)CS2
11.8%,7.1%,8.9%,6.2%,60.4%[activator],5.3%,-2.2,2.0%,12.0%,CCOC(=O)c1cccc(NC(=O)CCc2ccccc2)c1
8.9%,13.6%,-17.8%,6.2%&-2.9%,-1.9%,-5.1%[59 µM],-4.6,-0.9%,-25.4%,COc1ccc(OCC(=O)Nc2c(C(=O)N3CCC(N4CCCCC4)CC3)oc3ccccc23)cc1
-10.2%,14.7%,-10.4%,4.0%,7.5%,19.7%[12.7 µM],-11.2,3.6%,-30.1%,COc1ccc(CCn2c(C)cc(C(=O)CN3C(=O)C(=O)N(Cc4ccco4)C3=O)c2C)cc1
11.1%,0.6%,7.4%,15.6%,27.9%,-5.6%[59 µM],-7.3,12.2%,-7.8%,CN(c1ccc(OCC(=O)N2CCCC2)cc1)S(=O)(=O)c1ccc(Cl)cc1
3.6%,-14.0%,-8.1%,2.2%,39.2%[activator],-11.6%[0.501 µM],-0.3,3.1%,-4.1%,COCCN(C(=O)c1ccco1)c1nc(-c2ccccc2)cs1
-1.0%,4.0%,-5.9%[57.1 µM],-0.7%,44.8%[activator],11.3%,0.2,-8.5%,11.2%,CC(C)Cc1cc(CNC(=O)C2CCC(=O)N(CCc3cccc(F)c3)C2)on1 (stereo unspecified)
2.0%,-5.6%,22.6%,0.0%,4.9%,23.0%[59 µM],-0.3,-8.4%,-2.9%,C=C(C)Cn1c(CCCNC(=O)C(C)(C)C)nc2ccccc21
-29.3%,0.2%,12.1%,7.7%,29.9%,21.9%[59 µM],-6.6,5.3%,-10.0%,COc1ccc(CN(C(=O)CSc2nnc(-c3ccccc3C)o2)c2ccc(F)cc2)cc1
5.4%,-1.1%,4.8%,2.9%,26.7%,-10.1%,0.7,-7.3%,-14.2%,CCOC(=O)/C(C(N)=NCCO)=C(/O)c1ccccc1
-18.3%,-5.4%,8.1%,x,41.3%[activator],0.0%[59 µM],-0.7,x,-10.4%,CC(C)(C)C1(C)OC(=O)C(=Cc2ccc(OCC(=O)Nc3ccccc3)cc2)C(=O)O1 (stereo unspecified)
-16.0%,-3.4%,u,u,11.6%[57 µM],u,1.3,-10.7%,u,O=C(C[n+]1cccc(C(=O)Nc2ccccc2)c1)c1ccc([N+](=O)[O-])cc1
-34.1%,-1.6%,6.1%,u,17.8%,-3.7%[59 µM],-7.6,0.7%,-6.0%,COc1ccc(NC(=O)CC2CCCC2)cc1S(=O)(=O)N1CCCCC1
2.2%,15.0%,-21.0%,0.1%,20.4%,-9.1%,-6.8,-1.6%,-15.0%,COc1ccc(NC(=S)NCCNC(C)=O)cc1
-21.9%,22.9%,-20.9%,-15.0%,45.4%[activator],13.1%[59 µM],-3.6,1.2%,-16.6%,Cc1ccc(C(=O)NCC(=O)OC(C)C(=O)Nc2ccc(N3CCOCC3)cc2)s1 (stereo unspecified)
u,17.2%,-33.4%,-23.8%,-6.7%,-3.5%[59 µM],2.0,x,u,CCc1cc2c3c(c1)C1(C(=O)N3C(C)(C)CC2C)C(C#N)=C(N)N2C(=C1C#N)Nc1ccccc12 (stereo unspecified)
3.1%,-0.3%,-6.5%,u,32.3%,5.1%,1.5,1.5%,-16.4%,Cc1cc(Nc2ccc(C(C)C)cc2)n2ncnc2n1
10.6%,-5.7%,-21.2%,-0.8%,1.0%,x,0.2,-3.1%,-22.8%,COCCNC(=O)c1cnn2c(C(F)(F)F)cc(-c3ccc(C)cc3)nc12
18.9%,-0.7%,5.2%,-15.3%,24.5%,1.6%[12.7 µM],-0.1,0.3%,-7.4%,COc1ccc(NC(=O)CC(=O)Nc2ccc(OC)cc2OC)c(OC)c1
-18.0%,2.4%,-1.7%,u,20.6%,-7.9%[59 µM],-1.5,3.0%,-5.6%,COc1ccc(N2CCN(c3nc4ccccc4n4c(C)nnc34)CC2)cc1
17.1%,-6.4%,-13.3%,-29.8%,24.7%,-13.8%[59 µM],0.9,-15.2%,-10.0%,COc1cccc(CNC(=O)CCn2nc(C)c3c(C)n(-c4ccccc4)nc3c2=O)c1
-2.0%,5.8%,-8.5%,-16.8%,20.4%,u,-8.8,3.6%,-21.0%,O=C1CCCN1CC(CN1CCOCC1)Sc1nc2ccccc2c(=O)n1-c1ccccc1 (stereo unspecified)
14.0%,-1.1%,5.5%,u,u,2.7%[59 µM],4.8,-5.5%,-20.4%,COc1ccc(CNC(=O)CCCc2ccccc2)cc1
-4.6%,-0.7%,17.6%,-2.8%,100.5%[activator],13.2%[59 µM],5.3,-4.0%,5.7%,CCc1ccc(S(=O)(=O)NCc2csc(-c3ccccc3)n2)s1
-19.3%,-18.6%,-0.3%,4.9%,17.9%,-2.0%[2.33 µM],0.2,6.2%,-5.8%,CCOc1ccc(S(=O)(=O)N2CCOCC2)cc1NC(=O)CSCc1c(C)noc1C
10.3%,1.1%,u,-0.1%,36.6%,-19.8%,0.7,-10.9%,-6.9%,CC(C)CNC(=O)COC(=O)c1cc(S(=O)(=O)N(C)C)ccc1N1CCCC1
-24.1%[11.4 µM],0.8%,-4.8%,-9.5%,40.8%[activator],10.6%,4.3,-6.5%,-16.2%,Cc1cc(C(=O)COC(=O)c2cccnc2Cl)c(C)n1-c1c(C)n(C)n(-c2ccccc2)c1=O
-4.5%,-2.3%,10.4%,-12.6%,40.3%[activator],u,0.8,-0.3%,-16.6%,CCOc1ccc(N(CC(=O)NC(C)(C)C)S(=O)(=O)c2c(C)noc2C)cc1
u,-12.8%,7.6%,0.0%[57.4 µM],27.7%,u,5.0,5.1%,2.5%,COc1ccc(NC(=O)C(CC(C)C)NC(=O)c2ccccc2C)cn1 (stereo unspecified)
-2.1%,5.4%,2.5%,-23.4%,24.6%[57 µM],8.0%[59 µM],-7.5,-4.1%,-1.6%,Cc1ccc(Cc2nc3ccccc3nc2SCC(=O)Nc2ccc3c(c2)OCO3)cc1

An excerpt; count on the stated rates, not on these rows.
